Assay outcomes as filed in PubChem.
M18AAP inhibitor = PfM18AAP inhibitors, malaria aminopeptidase, primary screen, biochemical, QFRET, recombinant enzyme | M18 aspartyl aminopeptidase (Plasmodium falciparum 3D7) | H-Glu-NHMec fluorogenic cleavage | inhibition, % at 7.35 µM | actives 1.2% (n = 290,000) | AID 1822, 2009;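 active = inhibition above the campaign mean inhibition over all tested compounds plus 3 SD, cut at about 28% in these data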;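 also: 0% = plate median of test compound wells and 100% = 2 mM ZnCl2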
MEKK3 PB1 HTS = modulators of MEKK3-MEK5 PB1 binding, primary screen, biochemical, wildtype MEKK3, multiplex bead flow cytometry, Alexa488-MEK5; bead-based flow cytometry, Alexa488-MEK5 binding to MEKK3; actives lie on both sides; 0 = blocked by unlabeled MEK5, 100 = vehicle; binding response (% of control), % at 10 µM; AID 1529, 2009; actives 1.4% (n = 290,000); Mitogen-activated protein kinase kinase kinase 3 (Homo sapiens), Q99759;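 active = binding response more than 3 SD above or below the average of its plate-row segment, actives on both sides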;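 also: Alexa488 bead fluorescence after subtracting the streptavidin-only scavenger bead signal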
Target sequence (Q99759 whole entry, looked up): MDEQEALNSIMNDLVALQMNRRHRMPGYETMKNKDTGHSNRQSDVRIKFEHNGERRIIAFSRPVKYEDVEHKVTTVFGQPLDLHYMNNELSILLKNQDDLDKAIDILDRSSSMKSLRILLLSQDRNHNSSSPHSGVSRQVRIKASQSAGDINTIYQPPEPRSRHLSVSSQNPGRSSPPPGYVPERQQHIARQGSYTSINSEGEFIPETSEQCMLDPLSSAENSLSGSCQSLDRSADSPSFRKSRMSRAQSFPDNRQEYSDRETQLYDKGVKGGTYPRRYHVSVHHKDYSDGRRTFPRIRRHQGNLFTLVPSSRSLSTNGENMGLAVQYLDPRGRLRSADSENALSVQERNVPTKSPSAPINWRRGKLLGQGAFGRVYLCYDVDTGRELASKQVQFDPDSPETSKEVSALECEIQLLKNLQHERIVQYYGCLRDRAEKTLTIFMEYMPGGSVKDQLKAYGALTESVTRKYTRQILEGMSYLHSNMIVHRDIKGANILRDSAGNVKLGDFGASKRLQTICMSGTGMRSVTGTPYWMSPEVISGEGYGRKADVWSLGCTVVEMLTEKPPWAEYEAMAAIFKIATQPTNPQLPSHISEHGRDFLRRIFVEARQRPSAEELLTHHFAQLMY
pCIP destab = p/CIP-EGFP fusion destabilizers, primary screen, fluorescence, F442A cells. Q05BA5. actives 0.01% (n = 290,000). AID 1984, 2009. decrease of EGFP signal, % at 10 µM. 16 h;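 active = EGFP signal decrease of at least 30% at 10 µM or well 3 SD below plate mean, unless failing retest; inactive = the rest, including hits failing retest or dose response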; also: some compounds called inactive have numbers as strong as hits; many of its hits are not listed in these tables
UBC9 SUMO inh = inhibitors of in vitro SUMOylation cascade, primary screen, biochemical, HTRF, uHTS; inhibition, % at 35 µM; actives 0.36% (n = 290,000); HTRF SUMOylation assay, SAE1/SAE2 + UBC9; in the data active = inhibition above about 50%, passing the limit was not always enough; also: strong numbers were not always called active
Target sequence (P63279 whole entry, looked up): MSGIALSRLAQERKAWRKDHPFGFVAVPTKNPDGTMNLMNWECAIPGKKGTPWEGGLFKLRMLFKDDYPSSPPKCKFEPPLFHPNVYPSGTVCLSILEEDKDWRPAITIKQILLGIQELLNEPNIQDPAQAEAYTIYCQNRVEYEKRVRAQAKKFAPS
IDE inh = human IDE inhibitors in live cells, primary screen, fluorescence polarization, HEK cells, FAbetaB substrate; FAbetaB cleavage; Insulin-degrading enzyme (Homo sapiens), P14735; inhibition, % at 5.59 µM; actives 0.41% (n = 320,000);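 active = percent inhibition above the average of all tested compounds plus 3 SD, set per screening campaign, cut at about 16% in these data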;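 also: IDE supplied by intact live HEK cells; FP after avidin binding of uncleaved biotin substrate so inhibition keeps polarization high; 0% = DMSO wells and 100% = 60 µM reference IDE inhibitor Ii1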
NALP1 inh = NALP1 inflammasome inhibitors in reconstituted yeast, colorimetric, S. cerevisiae, triplicate retest | inhibition, % at 10 µM | AID 2071, 2009 | actives 0.61% (n = 280,000) | S. cerevisiae NALP1/ASC/caspase-1 growth, X-gal OD620, 72 h; in the data active = inhibition mostly above about 24%, no sharp cut-off; inactive = mostly below about 32%; also: some compounds called inactive have numbers as strong as hits
MEKK2mut PB1 HTS = MEK5 binding signal on mutant MEKK2 PB1, primary screen, biochemical, multiplex bead flow cytometry, Alexa488-MEK5. AID 1530, 2009. percent response, % at 10 µM. Alexa488-MEK5 binding to MEKK2 mutant. actives 0.35% (n = 290,000); in the data active = percent response above about 24%, passing the limit was not always enough; also: inactives centre near 1; some results filed as inactive read as strong as hits; reference of the scale not given here
MEKK2wt PB1 HTS = modulators of MEK5 binding to wildtype MEKK2, primary screen, biochemical, multiplex bead flow cytometry, Alexa488-MEK5; Alexa488-MEK5 binding to MEKK2 WT; actives lie on both sides; actives 1.1% (n = 290,000); binding response (% of control), % at 10 µM; AID 1531, 2009; Mitogen-activated protein kinase kinase kinase 2 (Homo sapiens), Q9Y2U5; in the data active = binding response below about 67% or above about 130%
IDE act = human IDE activators in live cells, primary screen, fluorescence polarization, HEK cells, FAbeta-B substrate; Insulin-degrading enzyme (Homo sapiens), P14735; FAbeta-B cleavage; 0% vehicle, 100% cell-free pure enzyme wells; activation, % at 5.96 µM; actives 0.073% (n = 340,000); AID 493087, 2011;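 active = activation above the mean of all tested compounds plus 3 SD, set per screening campaign, cut at about 17% in these data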
* = called active by the depositor; . = not tested or not shown; & = joins results of further samples; [ ] = dose if it differs, or a comment. A portion of the library; count on the stated rates, not on these rows.

SMILES	M18AAP inhibitor	MEKK3 PB1 HTS	pCIP destab	UBC9 SUMO inh	IDE inh	NALP1 inh	MEKK2mut PB1 HTS	MEKK2wt PB1 HTS	IDE act
C=C(Br)Cn1c(CC)nc2ccccc21	-14	101	-15	17	4	15	0	102	4
CC(C)Cn1c(N)c(C(=O)COC(=O)c2cc(C3CC3)nc3ccccc23)c(=O)n(C)c1=O	1	98	10	-22	-2	15	-3	106	.
[O-]/C(=C(\C(=S)Nc1ccc(SC(F)F)cc1)[n+]1ccccc1)c1ccc(Cl)cc1Cl	2	103	-2	5	-9	4	-1	96	1
CN(CCOc1ccc(CC2SC(=O)NC2=O)cc1)c1ccccn1 (stereo unspecified)	.	103&103	.	.	-2&5	.	2&1	105&100	0&3
CC1CCCC(NC(=O)COC(=O)c2c[nH]c(=O)[nH]c2=O)C1C (stereo unspecified)	6	99	-18	22	0	2	5	102	-4
CCOC(=O)Cc1csc(NC(=O)C2CCCCC2C(=O)O)n1 (stereo unspecified)	-27	102	-5	8	3	4	1	103	0
CCN(CC)S(=O)(=O)c1cc(C(=O)Nc2cc(C)on2)ccc1Cl	3	100	-10	21	0	24	0	98	7
Cc1ccc(CNC(=O)CSc2nc3ccsc3c(=O)n2Cc2ccc(C(=O)O)cc2)cc1	-4	82	1	4	-1	-20	-9	82	1
CCNC(=S)NNc1nnc(-c2ccccc2)c(-c2ccccc2)n1	28	107	-6	-9	-3	-3	0	104	-1
COc1ccc(CCNc2cc(C)nc3c(-c4ccccc4)cnn23)cc1OC	1	111	-19	26	6	30	-1	107	-2
COc1ccc(S(=O)(=O)N(CC(=O)NCC2CCCO2)c2ccc(F)cc2)cc1OC (stereo unspecified)	2	104	-4	6	-2	12	0	100	3
O=C(Nc1ccccc1)c1ccc(NCc2cccnc2)c(S(=O)(=O)N2CCOCC2)c1	-1	123*	8	-6	-4	18	7	129	4
CCOC(=O)c1ccc(NC(=O)CN2C(=O)CSC(C)C2=O)cc1 (stereo unspecified)	3	101	-2	15	-4	31	-1	103	0
Cc1nc(C)c(-c2ccc(SCc3ccc(Cl)cc3)nn2)s1	0	102	-12	-5	5	-14	5	101	4
O=C(NCCc1ccccc1)C(=O)NN=C1CCCC1	-4	.	7	3	-3	0	.	.	4
CC(C)OCC(O)Cn1c(N2CCCC2)nc2c1c(=O)n(C)c(=O)n2C (stereo unspecified)	-3	102	-21	10	-2	2	6	105	2
COC(=O)c1ccccc1NC(=O)/C=C/C(=O)O	-1	104	-2	15	-4	41	-2	99	-1
COc1cc(OC)c(C(=O)NC2CCCc3ccccc32)cc1OC (stereo unspecified)	0	99	-10	-10	1	14	0	100	1
Cc1ccc(NC(=O)N2CCCCC2)cc1[N+](=O)[O-]	-2	99	6	-1	2	18	4	101	3
CC(C)(C)c1cc(C(=O)N/N=C/c2ccc([N+](=O)[O-])s2)n[nH]1	4	103	-6	10	12	-4	-3	100	5
O=C(NCCc1ccccc1)c1ncn[nH]1	7	102	-2	13	4	25	2	103	-4
CCN(CC)CC(=O)N1CCCC(N2CCN(c3cccc(C(F)(F)F)c3)CC2)C1 (stereo unspecified)	-1	98	3	-8	0	-30	0	106	-2
Cc1ccc(N(CC(=O)NC2CCCC2)C(=O)CCC(=O)Nc2nccs2)c(C)c1	4	99	2	19	3	-2	0	100	1
CCOC(=O)c1c(C)c(C(=O)Nc2ccc(N(C)C)cc2)c(C)n1CC	-16	85	-8	-24	-1	5	-7	83	5
COc1cccc(OC)c1C(=O)Nc1ccc(N2CCN(C(=O)c3cccs3)CC2)cc1	6	103	-4	-11	3	13	6	105	8
New compounds follow.
SMILES	M18AAP inhibitor	MEKK3 PB1 HTS	pCIP destab	UBC9 SUMO inh	IDE inh	NALP1 inh	MEKK2mut PB1 HTS	MEKK2wt PB1 HTS	IDE act
Cc1ccccc1C(=O)Nc1ccc(C(=O)N/N=C/c2ccc(O)cc2)cc1	5	92	-4	-6	1	13	-22	59*[inhibitor]	2
O=c1c2ccccc2nnn1CSc1nnc(COc2ccc(Cl)cc2)n1Cc1ccco1	0	99	3	-26	1	8	-2	97	-4
CCC(CC)C(=O)c1c[nH]c(C(=O)OC)c1	-12	98	1	10	-4	10	0	96	2
N#Cc1c2n(c3c(=O)n(Cc4ccc(Cl)cc4)cnc13)CCCCC2	5	85	-5	16	4	7	-10	91	-1
COC(=O)c1[nH]c2ccc(C)cc2c1NS(=O)(=O)c1ccc(F)cc1	2	105	7	-1	-3	26	6	100	2
CCCC1=NN2C(=N)/C(=C\c3cc(C)n(-c4cccc(C)c4)c3C)C(=O)N=C2S1	4	93	-5	32	-1	34	-1	96	1
CCCCN(CC)S(=O)(=O)c1ccc2c(c1)n(C)c(=O)c(=O)n2C	-5	102	-9	11	0	.	5	102	6
Cc1cc(C(=O)N/N=C/c2ccncc2)c2ccccc2n1	2	100	-1	3	2	-4	2	102	2
CN1C(=O)/C(=C/c2ccc(C(F)(F)F)cc2)Sc2ccc(C(=O)N3CCN(c4ccccn4)CC3)cc21	-3	98	0	-4	-3	11	-1	99	-1
Cc1ccc(Cn2c(=O)oc3ccccc32)cc1	-4	113	-2	2	-1	9	-1	104	7
COc1cc2sc3ccc(-c4ccc5[nH]ccc5c4)cc3c(=O)c2cc1OC	.	103	.	.	3	.	3	95	-1
CCOC(=O)N1CCN(S(=O)(=O)N2CCCC(C(=O)NCc3ccc(OC)cc3OC)C2)CC1 (stereo unspecified)	-4	101	7	-6	-5	18	0	102	1
CN(Cc1ccccc1)C(=O)CN1C(=O)c2ccc([N+](=O)[O-])cc2C1=O	8	103	-6	2	-1	4	-4	98	1
Cc1cc(-c2cc(-c3ccccc3)on2)nc(NC2CCCC2)n1	.	83	-2	-3	5	.	4	78	-1
Cc1cc(C)cc(-n2nnn(C3C/C(=N/NC(N)=S)C4OCC3O4)c2=S)c1 (stereo unspecified)	-5	110	-7	-14	0	7	-3	97	-4
O=C(ON=C1CCN(S(=O)(=O)c2ccccc2)CC1)c1ccc(F)cc1	4	102	-5	0	6	1	3	104	-1
CC(C)N1CCC2(CC1)N=C(c1ccc3c(c1)OCO3)CC(c1cc(Cl)ccc1O)N2 (stereo unspecified)	17	111	0	17	10	68*	26*	138*	-8
COc1ccc(C2=C(Nc3ccc(F)cc3)c3ccccc3C2=O)cc1	5	103	23	2	-3	-2	9	90	4
COc1ccc(C(=O)O/N=C(\N)Cc2ccc(Cl)cc2Cl)cc1OC	-10	102	-14	0	-6	48	-1	100	-1
CC1CCCN(C(=O)CCCC(=O)N2CCCC(C)C2)C1 (stereo unspecified)	-2	104	-18	-10	-4	4	6	108	0
COc1cc(/C=N/n2c(COc3ccccc3)n[nH]c2=S)cc(Br)c1O	31*	104	-1	1	8	-10	12	107	-4
CCOc1ccc(-c2nc3c(s2)CCc2onc(-c4ccc(OC)cc4)c2-3)cc1	.	97	.	.	0	.	3	98	-4
N#CCCN1CCN(C(=O)c2c(N)no[n+]2[O-])CC1	6	128*	5	13	8	9	0	112	-6
COc1cc2c(cc1O)C(SC)=NC(C)(C)C2	5	103	2	10	-4	32	5	103	3
Cc1cccc(NC(=O)CN2C(=O)COc3ccc(Cl)cc32)c1	.	69	-7	22	0	5	-2	102	3

Just MEKK2wt PB1 HTS (three entries from above):
mol | MEKK2wt PB1 HTS
CCOc1ccc(-c2nc3c(s2)CCc2onc(-c4ccc(OC)cc4)c2-3)cc1 | 98
COc1ccc(C(=O)O/N=C(\N)Cc2ccc(Cl)cc2Cl)cc1OC | 100
O=C(NCCc1ccccc1)c1ncn[nH]1 | 103

Going on with the list:
SMILES	M18AAP inhibitor	MEKK3 PB1 HTS	pCIP destab	UBC9 SUMO inh	IDE inh	NALP1 inh	MEKK2mut PB1 HTS	MEKK2wt PB1 HTS	IDE act
Cc1[nH]c(C)c2c(=O)n(Cc3ccc(Cl)cc3)ncc12	-3	122	7	13	8	10	18	117	0
Cc1ccc(Cn2cnc3c(cnn3-c3ccc(F)cc3)c2=O)cc1	1	102	-12	5	0	3	5	104	6
COc1cc2c(C(=O)N(C)c3cc(Cl)ccc3OC)cn(C)c(=O)c2cc1OC	4	102	-1	3	8	2	5	104	-3
COc1ccccc1CN1CC(C(=O)NCc2cc(F)cc(C(F)(F)F)c2)CCC1=O (stereo unspecified)	-6	100	22	.	5	14	2	100	0
Cc1cccc(NC(=O)C2CCCN(S(=O)(=O)c3cccc4nsnc34)C2)c1 (stereo unspecified)	-2	97	5	-6	5	30	-1	103	-4
CN(c1ccccc1)S(=O)(=O)c1ccc(-c2ccccc2)cc1	4	106	-8	-7	-4	2	10	102	7
Cc1ccc(OCC(=O)N/N=C2\CCOc3c(C)cccc32)cc1	-4	100	-9	10	-5	6	1	100	8
CCOC(=O)c1sc(C)c(C(=O)NC2CCCCC2)c1N	-5	112	-7	27	0	4	15	115	3
O=C1CC(NCc2ccc3c(c2)OCO3)C(=O)N1CCc1ccccc1 (stereo unspecified)	-24	102	-18	-2	4	10	0	103	2
Cc1ccc2nsnc2c1S(=O)(=O)N1CCCC1C(=O)O (stereo unspecified)	-3	80	1	2	0	8	-7	94	8
COc1ccc(C(=O)Nn2c(C)nc3ccccc3c2=O)cc1[N+](=O)[O-]	-4	102	2	-5	5	-16	2	109	4
Cc1ccc(NC(=O)C2CC(=O)N(Cc3ccccc3)C2)cc1S(=O)(=O)N1CCCCCC1 (stereo unspecified)	-1	108	-12	-11	2	44	2	81	3
O=C(NNC(=O)c1ccc[nH]1)c1cc(Cl)cc(Cl)c1	5	101	0	10	0	36	1	105	2
C=CCN(CC=C)C(=O)COC(=O)c1n[nH]c2ccccc12	1	109	4	2	-9	4	-4	103	9
COC(=O)c1cnc2c(c(C)nn2C)c1OC	-9	107	-4	-1	8	-16	2	101	.
CCCCN(CCCC)C(=O)c1nsnc1-c1ccccc1O	-8	105	-7	-2	-2	10	3	107	1
Cc1cc2oc(C(=O)N(Cc3cccs3)C3CCS(=O)(=O)C3)cc(=O)c2cc1Cl (stereo unspecified)	-2	95	1	8	11	.	-3	99	6
COc1cccc(-c2onc3ccc(C4(C)OCCO4)cc23)c1	4	100	-2	-14	9	-30	-4	101	0
Cc1ccccc1CN1CCNC(=O)C1CC(=O)O (stereo unspecified)	5	91	0	6	2	.	-1	110	2
O=C(N[C@@H](Cc1ccc(O)cc1)C(=O)O)C(c1ccccc1)c1ccccc1	0	105	-4	6	2	2	4	102	3
O=C(CSc1nc(-c2ccco2)cc(C(F)(F)F)n1)Nc1ccc2c(c1)CCC2	12	103	-1	-15	-5	12	11	107	6
CCCS(=O)(=O)c1nc(S(=O)(=O)c2ccc(C)cc2)c(N2CCC(C(N)=O)CC2)s1	-3	100	-3	4	-1	22	3	107	4
Cc1ccc(-c2nnc(SCC(=O)N(CC(C)C)c3c(N)n(Cc4ccccc4)c(=O)[nH]c3=O)n2N)cc1	6	103	9	1	2	-57	5	108	2
